GlmU inhibition = inhibition of mycobacterial GlmU enzyme – biochemical, glucosamine-1-phosphate acetyltransferase (AID 1376); one-dose inhibition, %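 (tested at 30 µM in the primary screen)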; IC50 in µM for titrated hits; M. tuberculosis GlmU acetyltransferase enzyme assay; higher % means a stronger effect; 220,000 tested, 0.25% active; Bifunctional protein GlmU (Mycobacterium tuberculosis (strain ATCC 25618 / H37Rv)); in the data active means inhibition above about 13%;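 further: 0% = complete reaction with vehicle and 100% = reaction without substrate; strong numbers were not always called active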
Mtb RmlCD inh = M. tuberculosis RmlC/RmlD coupled enzyme inhibitors, primary screen, biochemical, compound mixtures, 384-well, from 1536-well plates. 160,000 tested, 0.03% active. RmlC+RmlD coupled enzyme assay, percent inhibition; primary screen in compound mixtures. AID 1533, 2009. dTDP-4-dehydrorhamnose reductase (Mycobacterium tuberculosis (strain ATCC 25618 / H37Rv)) …. inhibition, % at 3.6 µM; in the data active means inhibition mostly above about 34%, no sharp cut-off; further: some results filed as inactive read as strong as hits
Target sequence (P9WH09 whole entry, looked up): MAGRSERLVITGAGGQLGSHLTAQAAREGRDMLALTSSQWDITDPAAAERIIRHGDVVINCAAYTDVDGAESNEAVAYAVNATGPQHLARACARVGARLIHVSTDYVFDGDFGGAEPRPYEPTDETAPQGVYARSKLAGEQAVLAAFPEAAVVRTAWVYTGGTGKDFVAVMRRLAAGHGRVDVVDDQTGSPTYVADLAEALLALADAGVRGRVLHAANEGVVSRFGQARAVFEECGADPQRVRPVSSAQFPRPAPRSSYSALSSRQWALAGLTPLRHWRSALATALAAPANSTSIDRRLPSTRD
Target sequence (P9WH11 whole entry, looked up): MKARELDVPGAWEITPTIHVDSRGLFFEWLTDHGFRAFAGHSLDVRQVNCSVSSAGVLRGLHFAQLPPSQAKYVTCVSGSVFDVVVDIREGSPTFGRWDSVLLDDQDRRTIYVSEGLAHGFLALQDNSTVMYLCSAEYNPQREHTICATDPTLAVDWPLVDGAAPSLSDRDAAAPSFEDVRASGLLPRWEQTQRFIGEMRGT
Starred values were filed as active, the others as inactive; / = not tested or not shown. The list is partial; rates above refer to the full screens.

| mol | Mtb RmlCD inh | GlmU inhibition |
| --- | --- | --- |
| CCOc1ccc(NS(=O)(=O)c2ccc3[nH]cc(C(=O)N(CC)CC)c(=O)c3c2)cc1 | 18 | / |
| CCCCCCCCN1[C@@H](CC(=O)OC)c2cc(F)ccc2S1(=O)=O | / | 1.4% |
| COc1ccc(CCNC(=O)C2CCN(S(=O)(=O)c3cccs3)CC2)cc1OC | -8 | 0.3% |
| CN(C)/C=C(\C#N)c1nc2ccccc2[nH]1 | 5 | 1.3% |
| CCn1c(SCc2ccccc2)nnc1-c1cccs1 | -3 | 1.0% |
| O=C(COC(=O)/C(=C/c1cccs1)c1cccs1)NCc1ccccc1Cl | / | 1.0% |
| O=C(NCCCN1CCCC1=O)c1ccccc1NS(=O)(=O)c1ccc(F)cc1 | -5 | 10% |
| Cc1ccc(CSc2nnc(-c3ccc(S(=O)(=O)N4CCCC4)cc3)o2)cc1 | 3 | 1.1% |
| CCn1nc(C)c(NC(=O)CCSc2nc(-c3ccco3)cc(C(F)(F)F)n2)c1C | / | 3.4% |
| O=C(c1cn2ccccc2n1)N1CCc2c([nH]c3ccccc23)C1c1ccccn1 (stereo unspecified) | / | -4.7% |
| CCCC(=O)Nc1c(-c2ccc(OC)cc2)c(=O)c2ccccc2n1C | -8 | 1.8% |
| O=C(CSc1nnc(-c2ccccc2O)n1-c1ccccc1)Nc1cccc(C(=O)O)c1 | 3 | -8.0% |
| CC(=O)Nc1ccc2c(c1)nc(CCNC(=O)c1ccccc1)n2C | / | 2.3% |
| COc1ccc(C(=O)CSc2nnc(-c3cc(C)cc(C)c3)o2)cc1 | 15 | 4.2% |
| Cc1noc(C)c1COC(=O)CNC(=O)c1ccc(Cl)cc1 | -7 | -3.7% |
| Cc1cccc2cc(C#N)c(SCC(=O)NCC3CCCO3)nc12 (stereo unspecified) | / | 2.1% |
| O=C1CC(N2CC=C(c3ccccc3)CC2)C(=O)N1c1ccc(F)cc1 (stereo unspecified) | / | -5.4% |
| C=CCN(CC=C)C(=O)c1ccccc1NC(=O)c1ccccc1C | / | 0.9% |
| COc1ccc(-n2nnc3c(SCC(=O)OCc4ccccc4)ncnc32)cc1 | / | 0.0% |
| CCOc1ccccc1NC(=O)CSC1=C(C#N)C(c2ccco2)C(C(=O)Nc2nc3ccccc3s2)=C(C)N1 (stereo unspecified) | -8 | 1.6% |
| COc1ccc(/C=C/c2nc(-c3ccccc3)cc(=O)[nH]2)cc1 | 2 | -1.0% |
| S=C(NCc1ccc(Cl)cc1)NCc1ccccn1 | 3 | -5.0% |
| COc1ccc(CCNS(=O)(=O)c2cccc(C)c2)cc1OC | / | 3.6% |
| CCOC(=O)c1c(NC(=O)C2CCCN(S(=O)(=O)c3ccccc3)C2)sc2c1CCCC2 (stereo unspecified) | -6 | -5.7% |
| O=C(COC(=O)c1ccccc1Nc1ccc(SC(F)F)cc1)NC1CC1 | 4 | 0.2% |
| COc1cccc2c(=O)cc(C)n(CC(=O)Nc3ccc(C)c(C)c3)c12 | -8 | -4.8% |
| O=C1CC2(CC(c3ccc(Cl)cc3)=NO2)C(=O)N1c1ccccc1 (stereo unspecified) | 28 | -3.8% |
| COc1ccc2[nH]c(C)cc(=O)c2c1 | / | 0.8% |
| O=C(O)c1cc(-c2ccc(N3CCOCC3)cc2)nn1-c1ccc(F)cc1F | 6 | 1.5% |
| CCC(=O)Nc1cccc(-c2cn3ccccc3n2)c1 | -6 | 0.5% |
| Cc1cccc(NC(=O)C2C(c3ccccc3)C2(Cl)Cl)c1 (stereo unspecified) | / | 0.1% |
| CCN(C(=S)Nc1cc(S(=O)(=O)N2CCOCC2)ccc1Cl)c1cccc2ccccc12 | 1 | 7.0% |
| N#C/C(=C/c1ccc(N2CCCCCC2)o1)c1ccc(Cl)cc1 | / | -2.0% |
| O=C(CCN1C(=O)C2CCCCC2C1=O)Nc1nc(-c2ccc(F)c(F)c2)cs1 (stereo unspecified) | 5 | 3.9% |
| CCCCCCNC(=O)CCCCCNS(=O)(=O)c1ccc(OC)cc1 | / | -0.3% |
| Cc1cc(C)n(C(=O)c2ccc(Cl)c(F)c2F)n1 | / | -1.1% |
| CCCCCNC(=O)C(C)Sc1ccc(Cl)cc1 (stereo unspecified) | / | 2.1% |
| CCN(CC)C(=O)/C(NC(=O)c1ccccc1)=C(/Sc1ncccn1)c1ccccc1 | -11 | -4.7% |
| Cc1ccc(-c2cccc(NC(=O)C3C(C(=O)O)[C@@H]4C=C[C@H]3C4)c2)o1 (stereo partly specified) | 14 | 6.0% |
| COc1cccc(/C=N/n2c(C)nc3ccccc32)c1OC | -14 | 3.1% |
| COc1ccccc1C(=O)Nc1onc(C)c1C#N | 3 | -2.8% |
| CSc1nnc(-c2cccc(NC(=S)NN)c2)o1 | -9 | -3.2% |
| CN1CC(c2ccccc2)C(c2ccc(Cl)cc2)=N1 (stereo unspecified) | -4 | 6.3% |
| CCOC(=O)NCc1ccc(CNC(=O)OCC)cc1 | / | 0.4% |
| CCCc1c(C)c2ccc(OCC(C)=O)cc2oc1=O | 17 | -0.9% |
| Cc1cc(C)cc(N(CC(=O)NC2CCCCC2)C(=O)c2ccc(C)s2)c1 | / | 3.2% |
| O=C(OCc1ccc(Cl)cc1)c1ccccc1C(=O)c1ccccc1 | / | -1.2% |
| COC(=O)c1ccc(/C=N/NC(=O)CC(=O)NC(C)C)cc1 | -4 | 0.1% |
| O=c1[nH]c(=O)n(Cc2ccccc2Cl)c(O)c1C=Nc1ccc(F)cc1 | 3 | -5.3% |
| O=C(O)c1cccc(CSc2nnc(COc3ccccc3)o2)c1 | 3 | 7.0% |
| CSc1ccc(-c2cccc([N+](=O)[O-])c2)nn1 | -7 | -3.4% |
| CC(C)(C)NCC(O)COc1ccccc1C(=O)CCc1ccccc1 (stereo unspecified) | 13 | -3.2% |
| CC1(C)CC(=O)C(C=NCCN2CCN(C3CC(=O)N(c4ccc(Br)cc4)C3=O)CC2)=C(O)C1 (stereo unspecified) | / | -0.1% |
| O=C(Nc1ccccc1)/C(=C\c1ccccc1)NC(=O)c1ccco1 | -2 | -5.3% |
| CS(=O)(=O)N(Cc1ccc(F)cc1)Cc1nc2ccccc2c(=O)[nH]1 | / | 6.6% |
| COC(=O)c1ccccc1NC(=O)C1CCCN(S(=O)(=O)c2ccc(OC)cc2)C1 (stereo unspecified) | 4 | -4.2% |
| O=C(CCN1CCN(c2ccccc2)CC1)N/N=C/c1ccc(O)c(O)c1O | / | 2.1% |
| COc1ccc(N2C(=O)/C(=C\c3ccco3)N=C2SCC(=O)NC(C)(C)C)cc1Cl | -11 | 2.1% |
| O=C1C=C(O)C(n2cncn2)C(c2ccc(F)cc2)C1 (stereo unspecified) | -5 | 1.5% |
| O=c1ccccn1Cc1c(F)cccc1Cl | 8 | -2.9% |

Further results follow:
| mol | Mtb RmlCD inh | GlmU inhibition |
| --- | --- | --- |
| O=C(NC(=S)NCCc1ccccc1)C1CCCCC1 | 14 | -4.8% |
| CCOC(=O)N1CCC(Nc2c(Nc3ccc(C)c(C)c3)c(=O)c2=O)CC1 | 4 | 1.1% |
| COC(=O)CCNS(=O)(=O)c1ccc2ccccc2c1 | 6 | 0.5% |
| COc1cccc(N2CCN(Cc3nc4ccccc4c(=O)[nH]3)CC2)c1 | 7 | -1.4% |
| O=[N+]([O-])c1ccccc1N/N=C/c1cc2ccccc2nc1Cl | -5 | 2.5% |
| C=CCN=C(CC)C1=C(O)CCCC1=O | 38 | -2.5% |
| CCOC(=O)c1sc(=NC(=O)C2CC2)n(C)c1C | -5 | 2.7% |
| COCCn1c(=S)[nH]c2cc(C(=O)NCCCN3CCOCC3)ccc2c1=O | 7 | 0.3% |
| Cc1cc(OCCn2cnc3ccccc3c2=O)ccc1[N+](=O)[O-] | -8 | 5.5% |
| CCOC(=O)c1ccc(N2C(=O)C(O)=C(C(C)=O)C2c2ccccc2)cc1 (stereo unspecified) | / | 0.8% |
| CCOC(=O)C1CCN(c2ccc([N+](=O)[O-])cc2)CC1 | -11 | 0.1% |
| Fc1cccc(CSc2ccc3nnc(-c4cccnc4)n3n2)c1 | -10 | -4.1% |
| Cc1ccc(C(=O)c2ccccc2C(=O)OCC(=O)NC(=O)NC(C)(C)C)cc1 | -8 | -1.4% |
| CCOC(=O)C1=C(C)N(C)C(C)=C(C(=O)OCC)C1c1ccsc1 | -10 | 1.0% |
| O=C(N[C@@H](Cc1ccccc1)C(=O)O)c1c(F)c(F)c(F)c(F)c1F | / | 2.0% |
| COCCn1cnc2cc(C)c(C)cc21 | 6 | / |
| O=S(=O)(O)c1nc2ccccc2n1Cc1ccc(Cl)cc1 | -16 | -0.1% |
| CCN(CC)C(=O)N1CCN(C(=O)N2CCOCC2)CC1 | 5 | 1.3% |
| Cc1ccc(CNC(=O)CCC2CCCN(C(=O)c3ccc4c(c3)OCO4)C2)o1 (stereo unspecified) | 5 | -2.6% |
| COc1ccccc1N1C(=O)N(C(C)=O)C2C1Nc1ccccc1N2C (stereo unspecified) | 11 | -0.2% |
| CCCCCCCCCCC(=O)Nc1cccnc1 | 12 | 0.5% |
| O=c1c(Sc2ccccc2)c(C(F)(F)F)[nH]n1-c1ccccc1 | -3 | -0.4% |
| N#CCCN(C(=O)COC(=O)c1ccc2c(=O)n3c(nc2c1)CCC3)c1ccc(F)cc1 | 10 | -2.7% |
| O=C(Nc1nc(-c2ccc(Cl)s2)cs1)c1ccccc1 | / | -2.4% |
| COc1ccc(C2c3c(n[nH]c3C)CC(C)(O)C2C(C)=O)cc1OC (stereo unspecified) | / | 0.9% |
| Cc1ccc(-c2cn3cccnc3n2)cc1NC(=O)c1ccc(Br)o1 | 9 | 3.4% |
| CN(C)S(=O)(=O)c1cc(NC(=O)CN2CCOCC2)ccc1Cl | -9 | 7.2% |
| N#Cc1nc(-c2ccc(Cl)cc2)oc1NCC1CCCO1 (stereo unspecified) | 8 | 0.4% |
| O=C(NCCO)c1cccc(Nc2nc(-c3ccccc3)c3cc(Cl)ccc3n2)c1 | -5 | 2.2% |
| O=C(c1ccco1)N1CCN(C(=O)c2cc3cc([N+](=O)[O-])ccc3oc2=O)CC1 | -5 | 2.7% |
| CCc1nnc(NC(=O)CSc2nnc(C3CCCCC3)n2-c2ccccc2)s1 | -9 | -3.8% |
| CCOC(=O)C1CCN(C(=O)COc2ccc(S(=O)(=O)NC(C)(C)C)cc2)CC1 | / | 1.5% |
| CC[n+]1c(C)sc2c3ccsc3ccc21 | 5 | 4.8% |
| CN(CC(=O)N1CCN(c2cccc(Cl)c2)CC1)S(=O)(=O)c1cccs1 | 12 | -3.8% |
| CCOC(=O)CC(NC(=O)c1cc2cc(Br)ccc2oc1=O)c1cccc([N+](=O)[O-])c1 (stereo unspecified) | / | 2.1% |
| O=C1CCCc2sccc2N1 | / | 5.3% |
| Cc1cc(C)cc(NCc2cc(=O)oc3cc(-c4ccccc4)c(O)cc23)c1 | 9 | 2.0% |
| Cc1nc(NC(=O)/C=C/c2ccccc2)sc1C(=O)Nc1ccccc1 | -6 | -0.3% |
| CC(=O)Nc1ccccc1Sc1ccc2c3c(cccc13)C(=O)N(c1ccc(C)cc1)C2=O | -6 | 0.3% |
| O=C(O)CCSc1nc2ccccc2n1CCOc1ccccc1 | 4 | 0.9% |
| CCN(CC)C(=S)NCCc1ccccc1 | 4 | 6.1% |
| O=C(N/N=C/C1=C(N2CCOCC2)C(=C\c2ccccc2)/CC1)Nc1ccccc1 | -9 | -3.5% |
| Cc1cccc(C)c1NC(=S)Nc1c(C)n(C)n(-c2ccccc2)c1=O | -8 | 2.6% |
| CCOC(=O)c1sc(SC)nc1N | / | -4.4% |
| CCOc1ccc(-c2nnn(CC(=O)NCc3ccc(OC)cc3)n2)cc1OCC | -7 | 2.4% |
| Cc1cc(=O)[nH]c(N/N=C/c2sccc2C)n1 | -1 | -3.1% |
| CC(=O)Nc1nc(SCC(=O)Nc2nnc(C)s2)[nH]c(=O)c1NC(=O)c1cccs1 | / | -7.0% |
| CC1(C)CC(=O)c2cc(C(=O)Nn3cnnc3)c(=O)n(-c3ccccc3)c2C1 | -1 | -1.7% |

Reformatted with each value named: 4 of the compounds above
> O=C(O)CCSc1nc2ccccc2n1CCOc1ccccc1
  Mtb RmlCD inh: 4	GlmU inhibition: 0.9%

> O=C(N/N=C/C1=C(N2CCOCC2)C(=C\c2ccccc2)/CC1)Nc1ccccc1
  Mtb RmlCD inh: -9	GlmU inhibition: -3.5%

> CCOc1ccc(-c2nnn(CC(=O)NCc3ccc(OC)cc3)n2)cc1OCC
  Mtb RmlCD inh: -7	GlmU inhibition: 2.4%

> Cc1nc(NC(=O)/C=C/c2ccccc2)sc1C(=O)Nc1ccccc1
  Mtb RmlCD inh: -6	GlmU inhibition: -0.3%

Later entries
| mol | Mtb RmlCD inh | GlmU inhibition |
| --- | --- | --- |
| COc1ccccc1CNC(=O)c1ccc(-c2ccccc2C(F)(F)F)o1 | / | -2.5% |
| CCOC(=O)c1cc(-c2ccccc2)nn1CCC#N | -8 | -5.0% |
| COc1ccc(-c2cc(C(F)(F)F)nc(N3CCOCC3)n2)cc1OC | / | -3.0% |
| CCc1nnc(NS(=O)(=O)c2ccc(Nc3ccc4nonc4c3[N+](=O)[O-])cc2)s1 | -9 | -3.2% |
| CC1CC(C)CN(c2ncnc3c2cnn3-c2ccc(Cl)cc2)C1 (stereo unspecified) | -6 | 2.8% |
| CCOC(=O)C1CCCN(C(=O)CCC(=O)Nc2ccc3nc(N4CCOCC4)cc(C)c3c2)C1 (stereo unspecified) | -10 | / |
| Cc1cc(C(=O)NNC2CC(=O)N(c3ccc4ccccc4c3)C2=O)c(C)o1 (stereo unspecified) | 10 | -0.3% |
| C/C=C/C(=O)Nc1cccc(C2=NOC3(C2)C[C@H](C(N)=O)N(C(=O)/C=C/C)C3)c1 (stereo partly specified) | / | -2.6% |
